JMJD2C inh: blocks human GASC-1 demethylase activity | Q9H3R0 | actives 0.069% (n = 330,000) | GST-JMJD2C(1-420) H3K9me3 demethylation, DELFIA europium | inhibition, % at 2.35 µM;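 active means more than half of a compound's replicate wells show inhibition beyond 50%, single wells judged on their own value; inconclusive means some, but no more than half, of replicates pass 50% inhibition; inactive means no replicate passes 50% inhibition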;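 further: signal counts dimethyl H3K9 product captured on neutravidin plate; 0% = median of DMSO wells and 100% = 0.3 times that DMSO median; strong numbers were not always called active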
Target sequence (Q9H3R0 1-420 limits assumed): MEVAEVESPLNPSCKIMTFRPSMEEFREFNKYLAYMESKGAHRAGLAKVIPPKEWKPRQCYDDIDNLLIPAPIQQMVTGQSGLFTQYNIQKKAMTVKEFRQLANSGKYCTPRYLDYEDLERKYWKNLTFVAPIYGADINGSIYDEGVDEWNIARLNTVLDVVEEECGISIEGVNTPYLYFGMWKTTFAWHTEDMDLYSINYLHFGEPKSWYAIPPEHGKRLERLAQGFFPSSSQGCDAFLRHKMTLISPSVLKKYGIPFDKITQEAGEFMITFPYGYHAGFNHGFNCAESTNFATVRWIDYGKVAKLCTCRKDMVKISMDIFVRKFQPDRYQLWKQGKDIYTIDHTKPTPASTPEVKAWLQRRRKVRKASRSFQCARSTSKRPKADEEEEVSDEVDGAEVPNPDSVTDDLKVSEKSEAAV
PP1 counter: blocks human PP1-alpha phosphatase, a PP5 counter-screen | P62136 | purified PP1alpha, OMFP fluorescence | actives 0.9% (n = 320,000) | AID 2235 | inhibition, % at 6.7 µM;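 active means inhibition above the mean inhibition of all tested compounds plus 3 SD, computed separately for each screening campaign, cut at about 15% in these data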
Yeast superoxide: lowers age-related superoxide in aged yeast cells | AID 2690 | superoxide response (% of plate mean), % at 10 µM | actives 0.18% (n = 330,000) | S. cerevisiae aged cells, superoxide DHE fluorescence; hits give low values;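 active means superoxide response under a set limit, about three screen SD below normal, cut at about 65% in these data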;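 further: yeast aged for seven days with compound at 30 °C before DHE staining; 100% = average MFI of all compound-treated wells on the plate with controls excluded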
EBNA-1 inhibitor: blocks EBNA-1 binding to DNA. AID 1950. inhibition, % at 14.8 µM. EBNA-1 DNA binding, fluorescence polarization. actives 0.34% (n = 300,000); in the data active means inhibition above about 28%
TPT1 inhibitor: C. albicans TPT1 enzyme inhibition. actives 0.81% (n = 300,000). inhibition, % at 5 µM. AID 1962. recombinant caTPT1, FP RNA substrate dephosphorylation;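 active means inhibition above the mean of all tested compounds plus 3 SD, set per screening campaign, cut at about 24% in these data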;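 further: plate controls were DMSO alone for no effect and ferristatin control at 100 nM for full effect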
Fh CTSL1 inh: cathepsin L1 inhibition, PFM18AAP counter-screen | recombinant F. hepatica cathepsin L1, Z-Leu-Arg-MCA fluorescence | inhibition, % at 5.96 µM | actives 0.49% (n = 300,000) | AID 1906;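 active means inhibition above the mean of all tested compounds plus 3 SD, set per screening campaign, cut at about 17% in these data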;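 further: 0% = plate median of test compound wells and 100% = 1 µM Z-Phe-Ala-diazomethylketone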
core dimer inh: blocks dimerization of HCV core protein | AID 1899 | actives 0.33% (n = 300,000) | inhibition, % at 5 µM | TR-FRET GST/Flag-core106 dimerization, 1536-well;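 active means inhibition above the mean of all tested compounds plus 3 SD, set per screening campaign, cut at about 45% in these data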
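Material: Tagged HCV core106 pair (GST and Flag) | Amount: GST-core106 13.5 nM, Flag-core106 17 nM | Medium: KF-containing HEPES buffer, pH 7.45, DTT, CHAPS, BSA | Reagent: Eu donor and XL665 acceptor anti-tag antibodies | Schedule: 4 h at 22.5 °C | Technique: Time-resolved FRET, ex 340 nm, em 617 and 671 nm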
ZTA DNA inh: blocks Epstein-Barr virus ZTA, an EBNA-1 counter-screen | P03206 | ZTA-DNA binding, fluorescence polarization | inhibition, % at 11 µM | actives 0.15% (n = 320,000) | AID 2234; in the data active means inhibition above about 33%
PP5 inh: PP5 (human) phosphatase inhibition. actives 0.18% (n = 320,000). inhibition, % at 6.7 µM. purified PP5c, OMFP substrate fluorescence. P53041;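 active means inhibition above the campaign's mean inhibition across all tested compounds plus 3 SD, cut at about 9.5% in these data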;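 further: 0% = DMSO only and 100% = 100 µM cantharidin control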
Target sequence (P53041 whole entry, looked up): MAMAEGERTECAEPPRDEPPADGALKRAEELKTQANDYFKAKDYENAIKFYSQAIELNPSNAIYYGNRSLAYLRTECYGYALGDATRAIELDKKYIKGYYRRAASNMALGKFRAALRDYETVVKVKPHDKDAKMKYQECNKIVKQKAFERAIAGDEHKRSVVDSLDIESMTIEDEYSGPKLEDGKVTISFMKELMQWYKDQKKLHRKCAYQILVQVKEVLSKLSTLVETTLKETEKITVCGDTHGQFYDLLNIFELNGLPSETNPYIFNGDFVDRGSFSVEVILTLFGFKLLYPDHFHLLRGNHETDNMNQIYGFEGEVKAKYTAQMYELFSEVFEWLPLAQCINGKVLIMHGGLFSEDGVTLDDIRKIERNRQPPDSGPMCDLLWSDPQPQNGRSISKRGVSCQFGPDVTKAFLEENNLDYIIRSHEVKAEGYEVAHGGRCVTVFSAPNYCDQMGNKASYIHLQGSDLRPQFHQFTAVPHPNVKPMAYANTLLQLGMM
* = called active by the depositor; ? = inconclusive; / = not tested or not shown.

SMILES	JMJD2C inh	PP1 counter	Yeast superoxide	EBNA-1 inhibitor	TPT1 inhibitor	Fh CTSL1 inh	core dimer inh	ZTA DNA inh	PP5 inh
CN(C)C1(CNC(=O)C2CCN(S(=O)(=O)c3ccccc3C(F)(F)F)CC2)CCCCC1	0	2	97	11	0	-2	10	13	2.1
CCCn1c(=O)c(C(=O)Nc2c(C)n(C)n(-c3ccccc3)c2=O)c(O)c2ccccc21	3	-2	93	-2	-2	-5	-2	-6	0.3
CC(=O)Nc1ccccc1OCc1nnc(-c2cccs2)o1	-5	-3	103	-3	4	1	3	-3	-1.9
O=C(O)c1ccc(Cl)c(S(=O)(=O)NC(Cc2c[nH]c3ccccc23)C(=O)O)c1 (configuration not stated)	-8	2	112	-13	-2	2	-4	2	2.0
CCOC(=O)C(=O)Nc1ccccc1C(=O)OCC	6	2	113	-11	-4	2	-5	-15	-0.3
CC1CC1c1ccc(/C=C(\C#N)C(=O)Nc2ccc(Cl)cc2)o1 (configuration not stated)	-5	5	96	5	-1	2	11	3	1.5
CCC(CC)C(=O)Nc1cccc(C(=O)Nc2ccc(OC)cc2[N+](=O)[O-])c1	-39	-4	91	-3	6	-3	-2	-21	10*
COc1ccc(Cl)cc1N(CC(=O)N(C)C)S(=O)(=O)c1ccc(C)c([N+](=O)[O-])c1	-2	-5	112	5	1	2	7	7	-2.5
COc1ccc(NC(C)=O)cc1S(=O)(=O)N1CCc2ccccc21	-3	6	107	-3	-1	-5	-1	-15	-0.3
CNC(=O)c1c(NC(=O)c2ccc(S(=O)(=O)N3CCCC3)cc2)sc2c1CCN(C(C)C)C2	-5	0	83	3	148*	1	-16	3	3.7
O=C(c1ccco1)N1CCN(S(=O)(=O)c2ccccc2[N+](=O)[O-])CC1	-4	-3	95	-8	1	-2	-6	2	1.3
NS(=O)(=O)c1cc(C2(O)NC(=O)c3ccccc32)ccc1Cl (configuration not stated)	2	-1	108	0	-1	2	-3	9	-3.1
COC(=O)/C=C1/S/C(=N/N=C/c2ccc(N(C)C)cc2)NC1=O	-6	-4	102	8	-3	0	1	0	4.0
CC(C)CCN(Cc1ccco1)S(=O)(=O)c1csc(C(N)=O)c1	-25	-6	114	-8	2	2	6	14	2.3
C/C(=N\NC(=O)c1ccc(N(C)C)cc1)c1cccnc1	-7	-2	77	-1	0	3	3	3	2.5
c1ccc(NC2=Nc3cccc4cccc2c34)cc1	-1	4	96	6	14	5	-12	1	1.9
O=C(O)c1ccc(N2C(=O)CC(N3C(=O)/C(=C/c4ccc(Cl)cc4)SC3=S)C2=O)cc1 (configuration not stated)	-16	8	83	6	-4	8	9	8	-1.0
CCOC(=O)C1(Cc2ccccc2)CCN(Cc2ccc(C3CCCCO3)s2)CC1 (configuration not stated)	-7	-6	101	-1	0	2	7	-8	0.9
CCN(CC)c1ccc(C=Nc2ccc(C)cc2)c(O)c1	-2	2	108	9	2	2	5	-3	0.7
CCO/N=C/c1ccc(OC)c(Oc2nc(OC)cc(OC)n2)c1	7	-2	99	-3	4	2	5	-6	1.8
NC(=O)CC(NC(=O)Cc1ccc(Br)cc1)c1ccc(N2CCN(c3ccc(F)cc3)CC2)c([N+](=O)[O-])c1 (configuration not stated)	2	18*	103	-4	2	3	-3	-4	2.9
O=C(Nc1ccc(S(=O)(=O)N2CCCCC2)cc1)C1CCCN(C(=O)c2ccc(Cl)cc2)C1 (configuration not stated)	-2	1	91	5	2	1	0	-8	3.2
CCC(C(=O)c1ccccc1)N(C(=O)c1ccccc1Cl)N1C(=O)C2C3C=CC(C3)C2C1=O (configuration not stated)	2	0	101	5	-1	6	10	8	-0.9
CC1CC(NC(=O)/C=C/C(=O)O)CC(C)(C)C1 (configuration not stated)	2	-2	97	-18	3	2	-1	2	0.3
COc1cc(OC)cc(C(=O)NC(C(=O)OCn2nnc3ccccc3c2=O)C(C)C)c1 (configuration not stated)	/	-4	97	/	/	/	/	-1	1.3

Additional compounds.
SMILES	JMJD2C inh	PP1 counter	Yeast superoxide	EBNA-1 inhibitor	TPT1 inhibitor	Fh CTSL1 inh	core dimer inh	ZTA DNA inh	PP5 inh
Cc1csc(NC(=O)CCc2ccc(S(=O)(=O)N3CCOCC3)cc2)n1	-3	-1	91	11	-2	-1	-3	-5	0.9
Nc1nnc2c(C(F)(F)F)nc3ccccc3n12	-6	-2	108	8	-3	-3	2	4	1.7
CCOC(=O)C1CCCN(S(=O)(=O)c2ccc(Br)s2)C1 (configuration not stated)	2	-1	80	0	1	17*	6	-10	4.4
Cc1ccccc1NC(=O)c1ccc(S(=O)(=O)N2CCCC2)cc1	12	0	96	0	2	-2	3	-10	0.6
CC1(C)CC(NC(=O)CCc2ccccc2)CC(C)(C)N1	1	1	105	14	-2	3	-8	-11	-0.1
CC(=O)N(C)c1ccc(NC(=O)c2ccccc2C(=O)O)cc1	-9	0	97	10	-2	-2	1	14	-0.3
CCNC(=O)COC(=O)/C=C/c1cccs1	0	-1	108	-4	3	-1	-1	3	-1.4
CCN1C(=O)N(CC)c2cccc3cccc1c23	-1	-4	97	8	-1	0	-4	3	0.5
COc1cc(CCC(=O)Nc2ccc(S(=O)(=O)NC3=NCCCCC3)cc2)cc(OC)c1OC	10	-4	88	-1	-1	-1	1	-11	0.5
COc1ccc(C)cc1NC(=S)NNC(=O)c1ccccc1Cl	-6	-3	107	0	-2	-1	3	11	2.2
CC1=CC(C)(C)n2c(O)c(N=N)c3cc(C)cc1c32	7	2	117	-5	-3	4	-7	-3	4.2
COc1ccccc1OCCNC(=O)C1CCCCC1	7	-3	114	-15	3	-5	-1	14	-1.0
COC(=O)c1ccc(NC(=S)Nc2cccc(C)n2)cc1	-8	-2	105	-6	-5	2	13	21	2.0
CCSc1cc(N2CCCC2)nc(-c2ccccc2Cl)n1	-2	-3	106	-1	-4	-3	2	-2	1.4
C1COCCNCCOCCOCCOCCN1	-3	-1	100	5	0	-3	-1	3	-2.0
C=CCN1C(=O)c2cccc3c(N4CCCCC4)ccc(c23)C1=O	0	-4	96	-5	64*	-2	8	4	1.6
O=S(=O)(NCc1ccco1)c1ccccc1Br	-12	-3	99	6	2	5	8	16	-1.6
Cc1cccc(NS(=O)(=O)c2ccc3c(c2)CCN3C(=O)CCC(=O)O)c1	16	-2	109	14	0	1	9	8	-1.8
COc1ccc(CN2CCNC(=O)C2CC(=O)N2CCCN(C(C)=O)CC2)cc1OC (configuration not stated)	-7	-3	126	-9	1	-2	-7	-3	2.3
NN=C(c1cccc([N+](=O)[O-])c1)c1cccc([N+](=O)[O-])c1	10	-1	111	-2	1	8	2	11	1.7
O=C(NC1CCCCC1)n1c(=O)oc2cc(S(=O)(=O)N3CCCCC3)ccc21	1	-4	119	-3	0	0	-5	-4	1.6
CCOC(=O)C1=C(COC(=O)/C=C/c2ccc(O)c(OC)c2)NC(=O)NC1C (configuration not stated)	1	-2	95	/	/	/	/	-2	2.1
O=C(CCS(=O)(=O)c1ccc(Br)cc1)Nc1ccc(Cl)cc1F	-4	1	107	25	3	-5	-10	-10	2.3
CCOC(=O)c1ccc(N2C(=O)C(C)=C(C)C2=O)cc1	36	2	99	0	-2	-1	1	13	0.2
COc1ccc(N2CCN(C(CNS(=O)(=O)c3cccs3)c3cccnc3)CC2)cc1 (configuration not stated)	0	-2	95	-5	-3	4	2	14	-1.8

The list continues.
SMILES	JMJD2C inh	PP1 counter	Yeast superoxide	EBNA-1 inhibitor	TPT1 inhibitor	Fh CTSL1 inh	core dimer inh	ZTA DNA inh	PP5 inh
Cc1cccn2c(=O)c3cc(C(=O)NCCCN4CCCC4=O)n(C)c3nc12	12	-2	105	8	-1	3	1	-2	-0.8
Cc1nc(NC(=O)CN2CCOCC2)sc1C(=O)N(C)C	-6	-5	101	2	-3	6	-7	-27	1.5
O=c1[nH]c2cc3c(cc2cc1CN(Cc1cccnc1)Cc1nnnn1Cc1ccco1)OCCO3	-11	13	94	-3	17	6	9	0	1.7
CN(C)CCC(=O)NCC1OCCc2ccccc21 (configuration not stated)	-7	-1	110	15	-7	-3	0	-2	1.6
CC(C)(C)C#CC(CCc1ccccc1)OS(N)(=O)=O (configuration not stated)	?	-3	96	6	-4	-5	1	8	0.8
O=C(CC1OC(=O)c2ccccc21)c1ccco1 (configuration not stated)	12	-6	103	-6	-1	2	2	-13	2.3
CC1CCCN(C(=S)NCCc2ccccc2)C1 (configuration not stated)	14	-4	103	5	4	-9	-5	-19	0.5
O=C(Nc1cccc(C(=O)O)c1)/C(=C/c1ccc2c(c1)OCO2)NC(=O)c1cccc(Br)c1	12	-1	104	2	-5	-1	8	1	2.0
CCN(CC)S(=O)(=O)c1ccc(N2CCOCC2)c(NC(=O)c2cc([N+](=O)[O-])ccc2Cl)c1	-4	-2	97	4	0	-2	9	5	1.0

For convenience, part of the list above.
SMILES	JMJD2C inh	PP1 counter	Yeast superoxide	EBNA-1 inhibitor	TPT1 inhibitor	Fh CTSL1 inh	core dimer inh	ZTA DNA inh	PP5 inh
CCOC(=O)C1=C(COC(=O)/C=C/c2ccc(O)c(OC)c2)NC(=O)NC1C (configuration not stated)	1	-2	95	/	/	/	/	-2	2.1
O=C(CCS(=O)(=O)c1ccc(Br)cc1)Nc1ccc(Cl)cc1F	-4	1	107	25	3	-5	-10	-10	2.3
CCOC(=O)c1ccc(N2C(=O)C(C)=C(C)C2=O)cc1	36	2	99	0	-2	-1	1	13	0.2
COc1ccc(N2CCN(C(CNS(=O)(=O)c3cccs3)c3cccnc3)CC2)cc1 (configuration not stated)	0	-2	95	-5	-3	4	2	14	-1.8
Cc1cccn2c(=O)c3cc(C(=O)NCCCN4CCCC4=O)n(C)c3nc12	12	-2	105	8	-1	3	1	-2	-0.8
Cc1nc(NC(=O)CN2CCOCC2)sc1C(=O)N(C)C	-6	-5	101	2	-3	6	-7	-27	1.5
O=c1[nH]c2cc3c(cc2cc1CN(Cc1cccnc1)Cc1nnnn1Cc1ccco1)OCCO3	-11	13	94	-3	17	6	9	0	1.7
CN(C)CCC(=O)NCC1OCCc2ccccc21 (configuration not stated)	-7	-1	110	15	-7	-3	0	-2	1.6
CC(C)(C)C#CC(CCc1ccccc1)OS(N)(=O)=O (configuration not stated)	?	-3	96	6	-4	-5	1	8	0.8
O=C(CC1OC(=O)c2ccccc21)c1ccco1 (configuration not stated)	12	-6	103	-6	-1	2	2	-13	2.3
CC1CCCN(C(=S)NCCc2ccccc2)C1 (configuration not stated)	14	-4	103	5	4	-9	-5	-19	0.5
O=C(Nc1cccc(C(=O)O)c1)/C(=C/c1ccc2c(c1)OCO2)NC(=O)c1cccc(Br)c1	12	-1	104	2	-5	-1	8	1	2.0
CCN(CC)S(=O)(=O)c1ccc(N2CCOCC2)c(NC(=O)c2cc([N+](=O)[O-])ccc2Cl)c1	-4	-2	97	4	0	-2	9	5	1.0
